Source: PubChem
D2 antagonist = antagonizes the human D2 dopamine receptor | P14416 | HEK293 TREx D2 cells, calcium flux, dopamine EC80 | inhibition, % at 10 µM | hit rate 2% among 340,000 | AID 485344; in the data active means inhibition above about 30%; further: 0% is about no effect
Target sequence (P14416 whole entry, looked up): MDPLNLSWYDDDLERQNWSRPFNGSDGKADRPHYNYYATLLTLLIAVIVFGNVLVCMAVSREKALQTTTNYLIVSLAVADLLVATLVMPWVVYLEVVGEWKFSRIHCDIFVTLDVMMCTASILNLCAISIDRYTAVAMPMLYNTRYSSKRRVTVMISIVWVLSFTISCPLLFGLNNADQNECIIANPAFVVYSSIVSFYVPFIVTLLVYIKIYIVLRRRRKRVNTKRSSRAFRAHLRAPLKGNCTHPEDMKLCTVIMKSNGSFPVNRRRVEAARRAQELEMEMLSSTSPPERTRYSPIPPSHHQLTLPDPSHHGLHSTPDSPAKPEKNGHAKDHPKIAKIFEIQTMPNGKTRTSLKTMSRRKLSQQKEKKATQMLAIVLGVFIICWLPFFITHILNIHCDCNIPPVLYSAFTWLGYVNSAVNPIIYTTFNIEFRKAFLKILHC
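Calcium mobilization kinetics were recorded at 1 s intervals in tetracycline-induced HEK293 T-REx D2 cells, first for 180 s after compound addition and then 180 s after EC80 dopamine.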
D2 agonist = D2 dopamine receptor (human) agonism | hit rate 0.53% among 340,000 | HEK293 T-REx D2 cells, calcium flux agonist mode | activation, % at 2 µM;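 active means activation over 3 SD above normal in the single-dose calcium agonist read, cut at about 30% in these data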; further: 0% is about no effect
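Agonism is scored from calcium flux in a force-coupled, inducible HEK293 cell line expressing D2, read kinetically for 180 s after compound addition against dopamine controls.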
TRHR enhancer = allosterically enhances the human TRH receptor. AID 493056. hit rate 0.66% among 360,000. TRHR cells, fluo-8 calcium fluorescence, EC20 TRH enhancement. enhancement, % at 2 µM. P34981; in the data active means enhancement above about 30%; further: 0% is about no effect
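TRHR-expressing cells loaded with fluo-8 calcium dye were read kinetically (ex 480/em 530) during compound addition, then stimulated with an EC20 of TRH (10 nM final). Enhancement of the Gq-mediated intracellular calcium response was scored.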
USP1 inh = blocks the human USP1/UAF1 deubiquitinase complex; AID 743255; recombinant USP1/UAF1, Ub-Rhodamine cleavage fluorescence; Potency, µM (series often up to 57.1 µM), without a hit: at the top dose activity change, negative = inhibition, actives largely listed as inhibitors; O94782; hit rate 0.23% among 390,000; further: potency means the concentration at half of the fitted maximal effect; on the % scale 0 is the no-effect control and ±100 the full control effect; nearly all actives have a fitted effect of over 60% in size; inactives centre near -12
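1 nM enzyme complex + cpd, 15 min RT; start with Ub-Rho 150nM final; kinetic fluorescence ex 480/em 540, 6 reads q60 s. Buffer 50mM HEPES pH 7.8, 0.5mM EDTA, 0.1 mg/ml BSA, 1mM TCEP, 0.01% Tween-20.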
TrxR1 substrate = is turned over as a substrate by rat TrxR1 | O89049 | purified TrxR1 substrate turnover, NADPH consumption readout | AID 588456 | Potency, µM (top dose mostly 114 µM), without a hit: at the top dose activity change, negative = substrate turnover | hit rate 0.01% among 390,000; further: potency means the concentration at half of the fitted maximal effect; on the % scale 0 is the no-effect control and ±100 the full control effect; nearly all actives have a fitted effect of over 50% in size
Target sequence (O89049 whole entry, looked up): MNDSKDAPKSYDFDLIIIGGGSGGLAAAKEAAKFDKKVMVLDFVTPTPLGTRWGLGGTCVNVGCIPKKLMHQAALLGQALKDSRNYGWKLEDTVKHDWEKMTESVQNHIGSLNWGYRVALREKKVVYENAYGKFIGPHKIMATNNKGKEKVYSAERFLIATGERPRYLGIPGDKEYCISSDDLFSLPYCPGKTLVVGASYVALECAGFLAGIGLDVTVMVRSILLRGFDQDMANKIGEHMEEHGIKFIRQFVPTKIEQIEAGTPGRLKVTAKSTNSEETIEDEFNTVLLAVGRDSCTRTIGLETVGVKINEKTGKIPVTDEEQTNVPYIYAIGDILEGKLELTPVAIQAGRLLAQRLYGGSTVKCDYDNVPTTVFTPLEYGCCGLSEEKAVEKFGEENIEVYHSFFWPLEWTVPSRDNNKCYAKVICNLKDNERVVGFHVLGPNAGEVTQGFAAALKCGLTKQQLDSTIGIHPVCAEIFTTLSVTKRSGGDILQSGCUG
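Rat TrxR1, dispensed at 90 nM, was prereduced with 400 uM NADPH (final) for 5 min at ~22 deg C, then incubated with compound 15 min before 400 uM selenite. A first-read NADPH fluorescence drop versus no-compound background flagged substrates.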
IDH1 R132H inh = inhibitors of human mutant IDH1 R132H. hit rate 0.093% among 390,000. Potency, µM (titrated, usually from 76.6 µM), inactives show at the highest dose activity change, negative = inhibition, actives largely listed as inhibitors. O75874. IDH1-R132H enzyme, NADPH consumption, diaphorase/resazurin fluorescence; further: potency means the concentration at half of the fitted maximal effect; on the % scale 0 is the no-effect control and ±100 the full control effect; nearly all actives have a fitted effect of over 65% in size
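IDH1-R132H (0.5 ug/mL) preincubated 30 min with compound, then NADPH (0.016 mM) and alpha-KG (2 mM) added; 80 min at RT, pH 7.5. Remaining NADPH coupled via diaphorase/resazurin to fluorescence (540/590 nm); concentration-response curves normalized to no-enzyme control.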
Pin1 inh = blocks the human prolyl isomerase Pin1 | Pin1 FP peptide displacement, HiFluor488, 10 min | Potency, µM (highest dose often 115 µM), inactives show at the top dose activity, negative = inhibition, hits mostly inhibitors | hit rate 0.009% among 390,000; active means well fitted inhibition curve with a large enough effect in the polarisation, with a control signal flat, not every such curve was filed as active; inconclusive means small, poorly fitted or top-dose-only effect, or effect the other way, or a change in a side signal; inactive means no such curve, though single readings can be large or run the other way; the % refers to the polarisation; further: potency means the concentration at half of the fitted maximal effect; on the % scale 0 is the no-effect control and ±100 the full control effect
Target sequence (Q13526 whole entry, looked up): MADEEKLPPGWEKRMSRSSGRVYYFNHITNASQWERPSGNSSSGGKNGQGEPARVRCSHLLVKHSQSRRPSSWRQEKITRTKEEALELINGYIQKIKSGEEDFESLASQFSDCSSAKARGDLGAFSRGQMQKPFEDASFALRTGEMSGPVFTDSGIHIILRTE
TrxR1 inh = rat TrxR1 inhibition; O89049; recombinant rTrxR1, NADPH fluorescence consumption, selenite substrate; hit rate 1% among 390,000; AID 588453; Potency, µM (titrated, usually from 114 µM), for inactives: at the highest dose activity change, negative = inhibition, usual class: inhibitors; further: potency means the concentration at half of the fitted maximal effect; on the % scale 0 is the no-effect control and ±100 the full control effect; nearly all actives have a fitted effect of over 65% in size
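Rat TrxR1 (90 nM in the dispensed reagent) was pre-reduced with 400 uM NADPH for 5 min at room temperature, then incubated with compound for 15 min. After 400 uM selenite was added, NADPH fluorescence (Ex 340/Em 450 nm) was followed for 8 min.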
TRHR ag = agonists of human TRH receptor | TRHR cells, calcium flux fluo-8, FDSS agonist mode | activation, % at 2 µM | hit rate 0.18% among 360,000; in the data active means activation above about 30%; further: 0% is about no effect
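In this calcium-flux screen, cells bearing human TRHR are dye-loaded with fluo-8, baselined for 10 cycles, then exposed to library compounds; positive kinetic calcium responses during the agonist phase mark hits, with TRH as control.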
* hit, by the source's call; ? = inconclusive; nt = no result given; [ ] = remark or other dose. Unless noted, the call rests on the fitted dose curve; in most records, active means well fitted inhibition curve with a large enough effect; inconclusive means small, poorly fitted or top-dose-only effect; inactive means no such curve, though single readings can be large or run the other way. These rows are one share of the data (hit frequency here may not be typical).

SMILES	D2 antagonist	D2 agonist	TRHR enhancer	USP1 inh	TrxR1 substrate	IDH1 R132H inh	Pin1 inh	TrxR1 inh	TRHR ag
CN(C)Cc1cc(C(F)(F)F)ccc1C(O)(c1ccccc1)c1ccccc1	nt	nt	nt	-15%	1%[11.4 µM]	-1%	-1%	-1%[11.4 µM]	nt
CC(C(=O)Nc1ccc(S(=O)(=O)N2CCCC2)cc1)N(C)CC(=O)Nc1cccc(F)c1 (stereo not drawn)	nt	nt	nt	-3%	-5%	0%	?	12%	nt
CCCCN(CCCC)C(=O)C1(P(=O)(c2ccccc2)c2ccccc2)CCC1	-9	-0.5	-12	-14%	7%[57.1 µM]	-5%	-1%	24%[57.1 µM]	-0.3
COc1ccc(CNC(=O)C(=O)Nc2cccc(C)c2C)cc1	nt	0.0	2	-14%	-2%	9%	0%	10%	-3.8
N#CCCN(C(=O)COC(=O)C1CCN(c2ccc(C(F)(F)F)cn2)CC1)c1ccc(F)cc1	6	-0.1	12	0%	-2%	1%	2%	-2%	0.4
COc1ccc(N2CCN(CC(O)COC(c3ccc(F)cc3)c3ccc(F)cc3)CC2)cc1 (stereo not drawn)	-2	-0.5	7	-10%	-9%	-1%	-8%	15%	-1.4
COc1ccc(C(=O)COC(=O)c2ccc3c(c2)OCCO3)c(OC)c1	-5	-0.5	23	?	-6%	-3%	20%	7%[57.1 µM]	0.0
O=C(c1ccccc1)N(c1ccccc1)c1nccc2ccccc12	nt	nt	nt	-16%	-5%	-10%	-3%	1%	nt
Cc1ccc2c(CNCc3ccc(C)o3)c(C(=O)O)n(Cc3ccc(F)cc3)c2c1	nt	nt	-4	-22%	-6%	-9%	46%[activator]	-7%	-0.2
Cc1ccc(Cl)cc1N1CCN(C(=O)c2ccc3c(c2)CCN3S(=O)(=O)c2ccccc2)CC1	nt	nt	19	-12%	3%	0%	10%	14%	2.8
O=C(NCc1ccccc1Cl)C1CCC(=O)N(CCCN2CCCC2=O)C1 (stereo not drawn)	0	0.0	-6	2%	-3%	-4%	2%	-2%	0.3
CCC(C)NS(=O)(=O)c1ccc(OCC(=O)NCc2ccc3c(c2)OCO3)cc1 (stereo not drawn)	1	0.2	6	-18%	0%	-5%	0%	8%	0.1
O=C(COc1ncnc2cc(Cl)ccc12)c1ccccc1	-10	0.2	8	-22%	7%	2%	-1%	24%	0.3
O=C(NCC1CCN(Cc2ccccc2F)CC1)C1CCCN(c2ncnc3c2nc2n3CCCCC2)C1 (stereo not drawn)	2	-0.3	2	-23%	4%[57.1 µM]	5%	-1%	9%[57.1 µM]	-1.1
COc1ccc(C(CC(=O)O)NC(=O)c2sc3ccccc3c2Cl)cc1 (stereo not drawn)	-10	0.1	-3	1%	7%[57.1 µM]	9%	-2%	5%[57.1 µM]	0.1
O=C(O)c1[nH]c2ccccc2c1C(c1cccc(O)c1)c1c(C(=O)O)[nH]c2ccccc12	30	1.7	-4	-18%	-15%	8%	?	-33%	0.3
CC1CCN(C(=O)CSc2nnc(CNC(=O)c3ccc(F)cc3)o2)CC1	-2	0.7	-2	-13%	5%	2%	0%	15%	0.4
COc1ccc(OCC(=O)Nc2cccc3cccnc23)cc1	-29	-0.4	-4	?	0%	12%	3%	6%	-0.1
Cc1ccn2c(Nc3ccc4c(c3)OCCO4)c(-c3ccc(C)o3)nc2c1	nt	-1.2	-5	-13%	49%[activator]	?	2%	15%	0.0
CC1=C(C#N)C(c2ccccc2)C2=C(N1)c1ccccc1C2=O (stereo not drawn)	5	-1.9	-2	-25%	-9%	-14%	2%	-19%	-0.3

Six entries from above, arranged by molar mass, smallest number first.
SMILES	D2 antagonist	D2 agonist	TRHR enhancer	USP1 inh	TrxR1 substrate	IDH1 R132H inh	Pin1 inh	TrxR1 inh	TRHR ag
CC1=C(C#N)C(c2ccccc2)C2=C(N1)c1ccccc1C2=O (stereo not drawn)	5	-1.9	-2	-25%	-9%	-14%	2%	-19%	-0.3
COc1ccc(OCC(=O)Nc2cccc3cccnc23)cc1	-29	-0.4	-4	?	0%	12%	3%	6%	-0.1
CN(C)Cc1cc(C(F)(F)F)ccc1C(O)(c1ccccc1)c1ccccc1	nt	nt	nt	-15%	1%[11.4 µM]	-1%	-1%	-1%[11.4 µM]	nt
Cc1ccc2c(CNCc3ccc(C)o3)c(C(=O)O)n(Cc3ccc(F)cc3)c2c1	nt	nt	-4	-22%	-6%	-9%	46%[activator]	-7%	-0.2
CCCCN(CCCC)C(=O)C1(P(=O)(c2ccccc2)c2ccccc2)CCC1	-9	-0.5	-12	-14%	7%[57.1 µM]	-5%	-1%	24%[57.1 µM]	-0.3
Cc1ccc(Cl)cc1N1CCN(C(=O)c2ccc3c(c2)CCN3S(=O)(=O)c2ccccc2)CC1	nt	nt	19	-12%	3%	0%	10%	14%	2.8

(further entries)
SMILES	D2 antagonist	D2 agonist	TRHR enhancer	USP1 inh	TrxR1 substrate	IDH1 R132H inh	Pin1 inh	TrxR1 inh	TRHR ag
CC(=O)c1cccc(NC(=O)c2ccc(S(=O)(=O)N3CCCC3)cc2)c1	-14	0.4	5	-7%	2%	4%	3%	8%	0.7
CCOC(=O)C1=C(COC(=O)c2ccco2)NC(=O)NC1CC (stereo not drawn)	6	-0.2	0	-9%	0%	3%	-6%	-5%	-0.2
O=[N+]([O-])c1ccc(NS(=O)(=O)c2cccc3cccnc23)cc1	3	-0.2	4	2%	-6%	14%	-11%	1%	0.4
Fc1ccc(-c2nc3ccncc3[nH]2)cc1	-12	-1.5	0	-15%	1%	13%	3%	?	0.3
Cc1c(O)cc2c(c1O)C(=O)CC(c1ccccc1)O2 (stereo not drawn)	nt	nt	0	-27%	7%	3%	2%	18%	0.0
Cc1cc(C)cc(N(CC(=O)NC2CC3CCC2C3)S(C)(=O)=O)c1 (stereo not drawn)	-11	-0.5	2	-11%	-3%	6%	-2%	7%	0.4
CCOC(=O)CC1C(=O)NCCN1C(=O)c1ccc(Cl)cc1 (stereo not drawn)	20	-1.2	5	-8%	8%	4%	-5%	27%	0.1
COc1cccc(C(=O)OC(C)C(=O)NCC2CCCCC2)c1 (stereo not drawn)	0	0.3	11	0%	-15%	-1%	-9%	-30%	0.0
O=C(c1ccc(Cl)cc1)c1ccc(OCC(O)CN2CCCCC2)cc1 (stereo not drawn)	12	0.4	17	-16%	11%	5%	-4%	7%	1.2
Cc1ccccc1OCC(=O)Nc1ccc(S(=O)(=O)Nc2ncccn2)cc1	nt	0.6	0	-29%	-4%	-21%	5%	-6%	-1.3
COc1ccc(C(=O)NCc2nnc(SCC(=O)Nc3cc(C)on3)o2)cc1OC	-6	0.3	-3	-19%	10%[57.1 µM]	0%	5%	13%[57.1 µM]	-0.3
Cc1cccc(OCC(=O)NC(C)C(=O)N/N=C/c2c(OCc3ccccc3)ccc3ccccc23)c1 (stereo not drawn)	-6	0.4	2	-14%	7%	-2%	10%	18%	-0.2
CCOC(=O)c1cc2c(ccn2-c2ccc(F)cc2)n1CC(=O)N(CC)CC	-7	5.7	-1	-8%	15%	-1%	-1%	-4%	0.0
CCOC(=O)N1CCN(C(=O)c2ccccc2NC(=O)c2ccc(C(C)(C)C)cc2)CC1	-11	0.2	-1	-6%	4%[57.1 µM]	-2%	0%	3%[57.1 µM]	-0.1
CCOC(=O)Cn1cc(/C=C/[N+](=O)[O-])c2ccccc21	5	5.3	2	-21%	-9%	0%	5%	?	0.9
N/C(=N\OC(=O)CCC1CCCCC1)c1ccccn1	3	0.7	-3	-23%	-1%	6%	0%	-5%	0.1
O=C(NCc1nnc(SCc2ccc(F)cc2)n1-c1ccc(F)cc1)C12CC3CC(CC(C3)C1)C2	-18	0.6	8	-20%	-11%	2%	3%	-12%	0.7
COc1cccc(CNC(=O)C(=O)Nc2ccc3nc4n(c(=O)c3c2)CCCCC4)c1	nt	nt	7	-22%	-11%	-7%	7%	-11%	-0.9
O=C(O)c1ccc(CN2CCCCC2)o1	12	0.1	-8	0%	5%	4%	3%	3%	1.0
O=C(Cc1ccccc1Cl)Nc1cccc(S(=O)(=O)N2CCCCCC2)c1	1	1.4	3	-24%	0%	8%	5%	24%	2.1
O=C(NCC(=O)N(c1cccnc1)C(C(=O)NC1CCCCC1)c1ccccc1)c1ccco1 (stereo not drawn)	-6	0.6	2	-7%	1%[57.1 µM]	-8%	1%	1%[57.1 µM]	0.2
Cc1nc2ccc([N+](=O)[O-])cc2[nH]1	3	0.1	-1	?	-3%[57.1 µM]	4%	-3%	5%[57.1 µM]	-0.8
CC(C)CC(NC(=O)C1CCCCC1)C(=O)N1CCN(c2ccccn2)CC1 (stereo not drawn)	3	0.9	2	-5%	17%	2%	1%	1%	0.9
CC(C)N(C(=O)COC(=O)c1ccc(O)cc1)C(C)C	3	0.7	1	-12%	11%[57.1 µM]	4%	-2%	22%[57.1 µM]	0.6
CCNC(=O)NC(=O)CSc1nc2ccccc2n1CCOC	3	0.2	17	-11%	-7%	3%	-4%	-6%	-0.1
CC1CCCCC1NC1=NCCCS1 (stereo not drawn)	-3	0.5	-2	nt	nt	nt	nt	nt	0.2
COc1ccc(OC)c(NC(=O)c2sc3nc4c(cc3c2N)CCCCCC4)c1	nt	-0.8	4	-20%	20%	-7%	5%	11%	-0.4
COc1ccc(N2CCN(CC(=O)Nc3cccc(S(=O)(=O)N4CCOCC4)c3)CC2)cc1	9	-1.2	8	-2%	-7%	4%	-9%	7%	0.1
Cc1ccc(NC(=O)CSc2nnc(CNC(=O)c3c(F)cccc3Cl)o2)cc1	-1	0.4	13	-2%	-4%	2%	-2%	5%	1.8
CSc1ncccc1C(=O)OCC(=O)c1ccccc1	-14	1.7	3	-23%	11%[57.1 µM]	2%	-5%	11%[57.1 µM]	-0.5
O=C(c1ccccc1Nc1ccc(SC(F)F)cc1)N1CCCCC1	-12	0.2	1	-13%	6%	5%	-1%	31%[activator]	-1.0
Cc1cc(C)c(C)c(OCC(=O)N2CCN(c3ccccn3)CC2)c1	6	-0.1	-3	1%	4%	-1%	0%	6%	-1.8
COC(=O)c1ccccc1NC(=O)CN1CCC(C)CC1	-10	-0.7	0	-7%	-2%	9%	5%	-7%	-0.1
